MEKK2 mut-MEK5: signal of MEK5 binding to mutant human MEKK2 PB1 domain | bead flow cytometry, Alexa488-MEK5 binding to MEKK2 mutant | percent response, % at 10 µM | hit rate 0.35% among 290,000; in the data active = percent response above about 24%, passing the limit was not always enough; note: inactives centre near 1; some results filed as inactive read as strong as hits
GalR3 antag: human GalR3 antagonism. O60755. HEK293 GalR3-CNG cAMP membrane potential fluorescence; galR3 body fused to GalR1 C-terminus. inhibition, % at 3 µM. hit rate 0.44% among 360,000. AID 651719;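 active = inhibition above the screen-wide average plus 3 SD, cut at about 13% in these data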;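 note: forskolin and galanin both at EC90 stimulate the cells; cAMP rise reported by CNG channel membrane potential dye signal; 0% = forskolin plus galanin with DMSO and 100% = forskolin alone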
Target sequence (O60755 1-299 limits assumed): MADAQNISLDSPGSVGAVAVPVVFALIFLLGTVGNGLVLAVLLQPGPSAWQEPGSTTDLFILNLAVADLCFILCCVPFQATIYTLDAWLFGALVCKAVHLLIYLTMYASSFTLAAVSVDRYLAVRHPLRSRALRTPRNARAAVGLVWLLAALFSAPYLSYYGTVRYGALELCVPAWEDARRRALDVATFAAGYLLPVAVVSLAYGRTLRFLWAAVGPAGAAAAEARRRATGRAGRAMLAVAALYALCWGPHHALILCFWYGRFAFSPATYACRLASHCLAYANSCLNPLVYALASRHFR
FID counter: displaces DNA intercalator in HCV helicase counter-screen | hit rate 0.17% among 290,000 | DNA fluorescent intercalator displacement, fluorescence | inhibition, % at 7.9 µM; in the data active = inhibition above about 37%;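 note: 0% = vehicle and 100% = reference compound; higher means more ethidium bromide displaced from hairpin DNA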
CRFR2-BP antag: antagonists of CRF-binding protein/CRF-R2 receptor complex; hit rate 0.59% among 350,000; HEK293 CRF-R2/CRF-BP, CRF-induced calcium fluorescence; AID 588475; inhibition, % at 11.8 µM;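 active = inhibition of the ligand-induced calcium signal above about 50% at the single tested concentration, limit read from the data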
MEKK3 PB1 HTS: MEKK3-MEK5 PB1 interaction, increase or decrease; AID 1529; bead-based flow cytometry, Alexa488-MEK5 binding to MEKK3; actives lie on both sides; 0 = blocked by unlabeled MEK5, 100 = vehicle; Q99759; binding response (% of control), % at 10 µM; hit rate 1.4% among 290,000;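 active = binding response more than 3 SD above or below the average of its plate-row segment, actives on both sides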;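 note: Alexa488 bead fluorescence after subtracting the streptavidin-only scavenger bead signal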
Target sequence (Q99759 whole entry, looked up): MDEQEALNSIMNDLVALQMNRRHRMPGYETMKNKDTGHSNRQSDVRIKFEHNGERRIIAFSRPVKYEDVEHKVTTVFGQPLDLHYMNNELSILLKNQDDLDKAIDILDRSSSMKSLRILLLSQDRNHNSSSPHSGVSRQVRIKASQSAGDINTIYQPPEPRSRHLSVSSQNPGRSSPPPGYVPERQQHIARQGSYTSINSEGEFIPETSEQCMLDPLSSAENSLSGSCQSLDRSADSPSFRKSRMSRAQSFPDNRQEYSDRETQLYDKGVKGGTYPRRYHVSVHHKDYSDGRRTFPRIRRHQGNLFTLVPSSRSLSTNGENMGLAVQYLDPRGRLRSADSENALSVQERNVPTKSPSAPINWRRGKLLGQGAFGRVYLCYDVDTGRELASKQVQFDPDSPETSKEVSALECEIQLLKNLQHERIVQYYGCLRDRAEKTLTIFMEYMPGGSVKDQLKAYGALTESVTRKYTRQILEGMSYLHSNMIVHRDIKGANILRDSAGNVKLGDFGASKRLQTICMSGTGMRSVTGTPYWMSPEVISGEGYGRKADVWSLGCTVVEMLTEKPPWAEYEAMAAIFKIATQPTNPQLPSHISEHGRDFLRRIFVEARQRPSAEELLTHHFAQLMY
CRFR2-BP ag: agonists of human CRF-binding protein/CRF-R2 receptor complex; HEK293 CRF-R2/CRF-BP, calcium dye fluorescence (FLIPR); percent of saturating CRF peptide response; activation, % at 13.2 µM; hit rate 0.46% among 350,000; AID 588473;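 active = activation of at least 50%, plus an integration ratio under a set limit after plate pattern correction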;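 note: plate controls were neutral control wells without compound for no effect and CRF at EC100 for full effect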
SUMO HTRF inh: SUMOylation inhibition; P63279; HTRF SUMOylation assay, SAE1/SAE2 + UBC9, in vitro; inhibition, % at 35 µM; hit rate 0.36% among 290,000; AID 2006; in the data active = inhibition above about 50%, passing the limit was not always enough; note: strong numbers were not always called active
Target sequence (P63279 whole entry, looked up): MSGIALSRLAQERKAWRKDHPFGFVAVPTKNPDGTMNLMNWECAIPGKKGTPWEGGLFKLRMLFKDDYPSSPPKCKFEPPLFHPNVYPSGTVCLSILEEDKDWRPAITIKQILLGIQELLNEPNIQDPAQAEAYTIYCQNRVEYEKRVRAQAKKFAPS
HCV NS3 hel inh: blocks Hepatitis C virus NS3 helicase unwinding; NS3 helicase DNA unwinding, Cy5 molecular beacon fluorescence; inhibition, % at 10.9 µM; hit rate 0.56% among 290,000;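 active = inhibition above the mean of all tested compounds plus 3 SD, set per campaign, cut at about 35% in these data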;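 note: 0% = DMSO wells and 100% = thioflavine S control wells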
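System: Hepatitis C virus NS3 helicase domain fragment enzyme | Reagent: Annealed dual-labelled DNA beacon duplex, ATP-started | Compound dosing: 10.9 µM single point, 0.8% DMSO | Incubation: 1 h reaction at 25 °C, ATP-initiated | Technique: Cy5 fluorescence | Evaluation: Percent inhibition from t60/t0 fluorescence ratio | Benchmarks: Low DMSO, high thioflavine S at 110 µM | Replication: Singlicate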
MEKK2 WT-MEK5: raises or lowers MEK5 binding to wildtype human MEKK2 PB1 domain. hit rate 1.1% among 290,000. Q9Y2U5. binding response (% of control), % at 10 µM. bead flow cytometry, Alexa488-MEK5 binding to MEKK2 WT; actives lie on both sides; in the data active = binding response below about 67% or above about 130%
* marks the source's active call; other numbers are inactive results; . = no result given. Some of the compounds tested; the hit share may differ from the screen's.

item	mol	SUMO HTRF inh	MEKK2 mut-MEK5	CRFR2-BP antag	FID counter	HCV NS3 hel inh	CRFR2-BP ag	MEKK3 PB1 HTS	GalR3 antag	MEKK2 WT-MEK5
1	O=C1C=C(c2ccccc2)C[C@H](c2cccs2)[C@H]1n1nnc([N+](=O)[O-])n1	3	-2	16	-1	5	-1.2	99	0	105
2	NC(=O)c1sc2nc3c(cc2c1N)CCC3	19	0	-8	4	4	1.5	105	-3	103
3	COc1ccc(C(=O)Nc2ccc(N3CCCCC3)cc2)cc1Br	-2	-1	-2	0	1	-0.7	98	-4	101
4	COc1cc(/C=C/C(=O)NC(=O)c2ccccc2O)ccc1O	-12	1	-6	-13	-5	-0.3	102	1	103
5	CCOCCCNC(=O)c1ccc2c(c1)ncn2-c1ccc(C)cc1C	-21	4	0	-36	3	2.8	104	-7	107
6	CCOC(=O)NC1(C(F)(F)F)N=C(c2ccccc2)NC1=O (stereo unspecified)	0	-8	11	-3	-13	-0.1	85	2	92
7	CC(C)c1ccc(NC(=O)Cn2ncn3c(cc4ccccc43)c2=O)cc1	16	1	-1	-17	14	0.5	94	-8	93
8	CCn1c(SCC(=O)NCc2ccco2)nnc1-c1c[nH]c2ccccc12	7	5	6	-10	3	-1.9	105	-2	102
9	COCCn1c(=NC(=O)/C=C/c2ccccc2Cl)sc2cc(NC(C)=O)ccc21	29	-2	9	-16	-1	-2.9	97	-1	98
10	COc1ccc(C(=O)NCCCc2nc3ccccc3n2Cc2ccccc2C)cc1OC	-5	8	-10	-37	-9	-0.3	104	.	100
11	O=C(NCCCN1CCOCC1)C(=O)NCC1CCCO1 (stereo unspecified)	-1	-2	1	-1	6	-1.7	98	-5	101
12	Cc1nc2ccccc2n1C1CCN(CC(=O)Nc2ccccc2Br)CC1	5	-8	0	-8	-16	1.3	88	-5	85
13	O=C(COC(=O)c1ccc(O)cc1)Nc1cc(C(F)(F)F)ccc1Cl	-23	-3	-22	-5	0	-0.8	101	-5	93
14	CCn1ncc(CN2CCN(Cc3cccc(OC)c3)C(CCO)C2)c1C (stereo unspecified)	4	-5	-15	-4	3	-1.1	102	-4	96
15	Oc1ccc(CCNc2c3ccccc3nc3ccccc23)cc1O	16	8	6	39*	11	0.3	104	-12	133
16	CCOc1ccccc1-c1cc(C(=O)N/N=C(\C)c2cccnc2)c2ccccc2n1	18	-2	-11	-20	4	-0.7	95	-2	92
17	COc1ccc(Nc2nc(C(=O)N3CCc4ccccc4C3)cs2)cc1	9	-10	-12	-26	2	0.1	106	-6	96
18	COc1ccc(-c2csc(Nc3ccccc3)[n+]2Cc2ccccc2)cc1	-3	-5	12	-2	2	0.9	103	-5	98
19	CC(C)(Oc1ccc(Cl)cc1)C(=O)Nc1ccncc1	-1	-5	1	-5	-9	0.5	84	-5	87
20	Cc1ccc(C(=O)Nc2sc(Cc3ccc4c(c3)OCO4)c(C)c2C(N)=O)cc1	0	11	-23	-21	-1	2.8	107	.	96
21	COc1ccc(N(C)C(=O)c2onc3c2CCCC3)cc1	8	-1	7	-19	12	-0.8	94	0	95
22	O=C(c1ncc[nH]1)c1cccs1	4	-15	12	-4	15	0.2	88	-2	86
23	Cc1ccc(CSC2=NCCN2S(=O)(=O)c2ccccc2)cc1	-17	-13	-5	-15	-11	2.8	101	-7	94
24	O=C1c2ccccc2NC(c2ccco2)N1/N=C/c1ccco1 (stereo unspecified)	-11	-5	5	-2	1	2.6	96	0	94
25	O=S(=O)(c1ccc(-c2cc(C(F)(F)F)on2)s1)N1CCCC1	-4	-15	-1	-8	-3	0.0	90	-4	92
26	O=C(Nc1ccccc1)N1CCNCC1	13	-5	-4	-1	6	7.8	95	-4	95
27	Cc1ccc(CSC2=Nc3sccc3C3=NC(=O)CN23)cc1	16	4	-28	-16	24	4.2	105	-4	97
28	COc1cc(C(=O)NCC(c2ccco2)N(C)C)cc(OC)c1OC (stereo unspecified)	17	18	-7	-2	9	1.5	97	-1	98
29	Cc1cc(OC(=O)CNC(=O)OC(C)(C)C)c2c(C)cc(=O)oc2c1	14	1	-13	-13	-4	-0.8	108	1	97
30	CCC(NC(=S)NCc1ccc(F)cc1)c1ccccc1 (stereo unspecified)	1	6	3	-9	-2	1.3	98	1	100
31	Cc1ccc(C(=O)CSc2nnnn2C(C)C)c(C)c1	8	0	-7	-10	4	-3.3	101	-4	101
32	CC(C)CC1NC(=S)N(C2CCCCC2)C1=O (stereo unspecified)	3	-2	13	-7	13	0.6	96	-1	100
33	CC(=O)Nc1cccc(NC(=O)c2cc(C)on2)c1	13	6	4	-2	-1	-0.7	110	-2	115
34	CC(NC(=O)c1cc2cc(Cl)ccc2oc1=N)c1ccccc1 (stereo unspecified)	13	3	-12	-12	14	-0.1	100	-1	102
35	CC1(C)CC(=O)C=C(Nc2ccc(Br)cn2)C1	-7	-7	14	-3	2	-1.2	94	-2	91
36	CCSc1nnc([C@@H](NC(=O)OC(C)(C)C)C(C)C)o1	4	-1	5	-13	6	0.9	98	-4	100
37	Cc1cc(-c2ccccc2)n[nH]1	25	3	6	-9	32	-1.7	102	-5	101
38	CC1CCCC(C)N1CC(O)COCc1ccccc1F (stereo unspecified)	13	6	4	-1	-14	0.4	103	-11	108
39	COCCNC(=O)c1onc(CSc2ccccn2)c1C(=O)NCCOC	.	1	2	.	.	3.2	101	-4	103
40	CCN(CC)S(=O)(=O)c1ccc(C(=O)NCc2n[nH]c(=S)n2-c2ccc(Cl)c(Cl)c2)cc1	11	-2	-14	-43	1	0.8	95	-4	103
41	Cn1nnnc1SCCNCc1ccccc1F	16	3	18	-4	7	-0.7	105	-7	104
42	COc1ccc(-c2nc(Cn3c(SCc4ccc(C)cc4)nc4ccncc43)c(C)o2)cc1OC	5	10	8	25	-41	-3.4	105	.	111
43	NC(=O)CC(NC(=O)c1ccc(Br)cc1)c1ccc(N2CCC(Br)CC2)c([N+](=O)[O-])c1 (stereo unspecified)	0	4	-2	.	.	-1.2	103	-4	96
44	O=C(NC1CCCC1)c1cc(-c2ccccc2Cl)on1	-9	7	1	-24	-1	-0.6	100	-12	100
45	Cc1ccc(C(C)C)c(OCC(=O)Nc2ccc3c(c2)nc(CCN2CCCCC2)n3C)c1	10	12	-5	33	-37	0.6	103	-11	141*
46	CC(O)CCc1ccc(O)cc1 (stereo unspecified)	-15	1	-8	-6	2	-1.3	109	-1	101
47	Cc1ccc(-c2ccc(C(=O)O)o2)cc1Cl	15	5	0	0	31	0.8	103	2	109
48	S=C(NCCN1CCOCC1)Nc1ccccc1Cl	-3	1	-16	5	-4	1.8	99	-4	103
49	Cc1ccc(-c2nnc(Nc3ccccc3)c3ccccc23)cc1S(=O)(=O)NCC1CCCO1 (stereo unspecified)	7	-5	-4	-23	0	-0.1	94	0	82
50	COc1cccc(NC(=O)c2nn(C)c(C(=O)Nc3cccc(OC)c3)c2[N+](=O)[O-])c1	-6	3	-24	0	-10	1.3	100	-6	106
51	Cc1cc(C(=O)NC2CCCc3ccccc32)ccc1[N+](=O)[O-] (stereo unspecified)	6	-2	27	-12	-8	-1.3	101	-12	95
52	COc1ccc(NC(=O)CCC(=O)N/N=C/c2cn(C)nc2C)cc1	4	5	-16	-10	0	0.3	112	-2	107
53	COc1cc(/C=N/Nc2cc(C)nc(NS(=O)(=O)c3ccc(C)cc3)n2)ccc1O	12	15	-11	-27	-5	-1.1	101	12	98
54	COc1ccc(OC)c(NC(=O)CC2Oc3ccccc3NC2=O)c1 (stereo unspecified)	19	4	-8	-17	1	0.7	102	-2	108
55	COC(=O)C(CC(C)C)NC(=O)CSc1nc(-c2ccccc2)c(C#N)c(=O)[nH]1 (stereo unspecified)	13	-2	3	-37	16	-1.7	105	-5	105
56	C/C(CC(=O)Nc1ccccc1-c1ccccc1)=N\NC(=O)COc1ccc(C)cc1Br	0	4	-7	-28	-1	0.3	109	-2	105
57	CC(C)(C)Nc1nc(N2CCCC2)nc(N2CCCC2)n1	-14	-3	-13	3	-16	0.5	97	-7	101
58	CC(CN1CCCC1)OC(=O)c1ccc(Cl)cc1Cl (stereo unspecified)	15	2	13	4	-4	0.1	105	2	111
59	O=C(COc1ccc(Cl)cc1Cl)N(c1ccccn1)C1CCCCC1	-5	-2	-22	-17	-4	0.9	95	-5	87
60	O=C(COC(=O)c1ccc(Br)cc1)NCc1ccc(F)cc1	14	0	-9	-10	-4	1.6	101	-2	100

A stretch taken from the entries so far:
item	mol	SUMO HTRF inh	MEKK2 mut-MEK5	CRFR2-BP antag	FID counter	HCV NS3 hel inh	CRFR2-BP ag	MEKK3 PB1 HTS	GalR3 antag	MEKK2 WT-MEK5
1	O=C1C=C(c2ccccc2)C[C@H](c2cccs2)[C@H]1n1nnc([N+](=O)[O-])n1	3	-2	16	-1	5	-1.2	99	0	105
2	NC(=O)c1sc2nc3c(cc2c1N)CCC3	19	0	-8	4	4	1.5	105	-3	103
3	COc1ccc(C(=O)Nc2ccc(N3CCCCC3)cc2)cc1Br	-2	-1	-2	0	1	-0.7	98	-4	101
4	COc1cc(/C=C/C(=O)NC(=O)c2ccccc2O)ccc1O	-12	1	-6	-13	-5	-0.3	102	1	103

Later entries.
item	mol	SUMO HTRF inh	MEKK2 mut-MEK5	CRFR2-BP antag	FID counter	HCV NS3 hel inh	CRFR2-BP ag	MEKK3 PB1 HTS	GalR3 antag	MEKK2 WT-MEK5
61	CCc1ccccc1NC(=S)N(CCN(C)C)C(C)c1cccnc1 (stereo unspecified)	-1	-1	-28	-5	-1	2.1	99	5	101
62	Cc1ccccc1OCC(=O)N/N=C/C=C/c1ccccc1	10	-5	-16	-2	13	1.0	104	-1	93
63	Cc1cccc2c(=O)cc(C)n(CC(=O)N3CCOCC3)c12	19	4	3	-11	-3	0.8	99	-5	106
64	CCOC(=O)c1sc(NC(=O)c2cccc(S(=O)(=O)N3CCN(C)CC3)c2)cc1C	-10	18	67*	17	-82	-2.1	108	4	127
65	CSCCC(NC(=O)c1ccccc1)C(=O)NNC(=O)c1csc(N2CCOCC2)n1 (stereo unspecified)	5	4	13	-22	4	2.7	97	2	106
66	C/C(=N\Nc1ncc(Cl)cc1Cl)c1ccc(C#N)cc1	10	-5	2	-6	-10	-1.8	94	-5	98
67	CCOC(=O)c1cn(CC(=O)Nc2cccc(F)c2)nn1	20	-4	34	-2	4	0.4	96	-4	95
68	CCS(=O)(=O)N1CCC(C(=O)N2CCOCC2)CC1	1	5	10	3	-6	-2.5	104	-4	105
69	c1cnc2c(SCc3ccc(-c4nnco4)cc3)cccc2c1	-15	3	11	-17	1	-2.6	97	0	99
70	O=C(O)C1CCCN1S(=O)(=O)c1cccc2nsnc12 (stereo unspecified)	11	-12	2	4	-10	-0.2	74	-4	80
71	CCOC(=O)c1ccc(NC(=O)Cn2nnc(-c3ccc(C)cc3)n2)cc1	8	-1	1	1	-8	-0.2	92	-2	90
72	CN(c1ccccc1)S(=O)(=O)c1ccc2ccccc2c1	-8	6	10	-14	-4	0.0	101	-9	102
73	CC(C(=O)NCc1ccccc1)N1CCN(c2ccc(F)cc2)CC1 (stereo unspecified)	0	5	5	-16	-2	-0.9	101	-8	103

MEKK2 WT-MEK5, entries above that show a hit.
entry	compound	SUMO HTRF inh	MEKK2 mut-MEK5	CRFR2-BP antag	HCV NS3 hel inh	CRFR2-BP ag	MEKK3 PB1 HTS	GalR3 antag	MEKK2 WT-MEK5
45	Cc1ccc(C(C)C)c(OCC(=O)Nc2ccc3c(c2)nc(CCN2CCCCC2)n3C)c1	10	12	-5	-37	0.6	103	-11	141*
